BoNT A protease = blocks Botulinum neurotoxin A light chain protease. multiplex microsphere protease substrate cleavage, flow cytometry. inhibition, % at 10 µM. 360,000 compounds, 0.17% hits. AID 588499; also: plate controls were buffer without enzyme for full effect and enzyme alone for no effect
Mtb BioA inh = blocks M. tuberculosis BioA enzyme activity; purified M. tuberculosis BioA enzyme, plate reader; inhibition, % at 9.99 µM; 360,000 compounds, 0.096% hits; in the data active = inhibition above about 40%; inconclusive = no clear call, values can overlap the other calls
UGM FP inh = Mtb UDP-galactopyranose mutase inhibition; purified UGM, fluorescence polarization probe displacement; AID 504406; inhibition, % at 10 µM; 320,000 compounds, 0.06% hits; in the data active = inhibition above about 10%, passing the limit was not always enough; inconclusive = no clear call, values can overlap the other calls
Target sequence (P9WIQ1 whole entry, looked up): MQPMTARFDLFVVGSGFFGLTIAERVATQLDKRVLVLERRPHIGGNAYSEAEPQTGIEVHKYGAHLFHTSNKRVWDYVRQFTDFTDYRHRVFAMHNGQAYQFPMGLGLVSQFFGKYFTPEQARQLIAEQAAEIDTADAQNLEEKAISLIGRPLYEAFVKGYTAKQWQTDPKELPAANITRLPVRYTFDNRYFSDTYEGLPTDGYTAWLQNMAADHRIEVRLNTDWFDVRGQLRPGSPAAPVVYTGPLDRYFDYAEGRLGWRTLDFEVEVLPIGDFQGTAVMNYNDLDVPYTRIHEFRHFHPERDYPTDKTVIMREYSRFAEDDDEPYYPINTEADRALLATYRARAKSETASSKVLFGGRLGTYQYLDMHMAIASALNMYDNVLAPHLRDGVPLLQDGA
PfHsp40 yeast = rescue of PfHsp40-mediated yeast toxicity. 340,000 compounds, 0.68% hits. growth rescue, % at 12.5 µM. AID 504582. S. cerevisiae expressing PfHsp40, growth rescue, ATP luminescence; in the data active = growth rescue above about 28%, passing the limit was not always enough; inconclusive = no clear call, values can overlap the other calls;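 also: yeast W303a lacking pdr1 and pdr3 grown in galactose medium; growth measured after three days at 30 °C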
Anthrax LF prot = blocks Bacillus anthracis lethal factor protease. multiplex microsphere protease cleavage assay, LF. AID 588501. 360,000 compounds, 0.12% hits. P15917. inhibition, % at 10 µM; also: plate controls were buffer without enzyme for full effect and enzyme alone for no effect
Mtb FBA inh = inhibits M. tuberculosis FBA enzyme; P9WQA3; inhibition, % at 1 µM; purified M. tuberculosis FBA, fluorescence read-out; 360,000 compounds, 2.3% hits; in the data active = inhibition above about 27%;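 also: 0% = vehicle and 100% = reference inhibitor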
Target sequence (P9WQA3 whole entry, looked up): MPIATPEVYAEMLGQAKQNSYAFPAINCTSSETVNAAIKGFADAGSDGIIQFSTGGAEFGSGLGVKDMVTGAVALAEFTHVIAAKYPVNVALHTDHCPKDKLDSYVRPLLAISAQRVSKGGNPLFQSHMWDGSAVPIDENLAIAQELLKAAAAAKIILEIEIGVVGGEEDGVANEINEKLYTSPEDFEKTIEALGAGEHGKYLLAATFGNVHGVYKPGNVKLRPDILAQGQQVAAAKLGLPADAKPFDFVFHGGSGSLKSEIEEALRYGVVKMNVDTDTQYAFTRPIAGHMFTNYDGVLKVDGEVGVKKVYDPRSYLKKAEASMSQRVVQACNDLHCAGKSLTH
GDH-TPI counter = GDH-TPI coupled enzyme inhibition counter-screen; 360,000 compounds, 1.2% hits; inhibition, % at 4.8 µM; GDH-TPI coupled enzyme counterscreen, NADH absorbance; AID 588335; in the data active = inhibition above about 30%;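 also: 0% = DMSO wells and 100% = wells lacking the enzyme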
FadD28 binding = inhibitors of Mycobacterium tuberculosis FadD28 bisubstrate binding; AID 588549; FadD28 bisubstrate probe binding, fluorescence polarization; inhibition, % at 12.5 µM; 360,000 compounds, 0.22% hits; in the data active = inhibition above about 8.5%, passing the limit was not always enough; inconclusive = no clear call, values can overlap the other calls
BoNT-F LC inh = blocks Botulinum neurotoxin F light chain protease. AID 588497. Multiplex microsphere protease cleavage assay, flow cytometry. 360,000 compounds, 0.22% hits. inhibition, % at 10 µM; in the data active = inhibition above about 35%, passing the limit was not always enough; inconclusive = no clear call, values can overlap the other calls; also: plate controls were buffer without enzyme for full effect and enzyme alone for no effect
* hit, by the source's call; ? = inconclusive; . = no result given. Rule as the data show it, unless noted: active = inhibition above about 30%; inconclusive = no clear call, values can overlap the other calls; inactive = below that.

Each structure is followed by: BoNT A protease | Mtb BioA inh | UGM FP inh | PfHsp40 yeast | Anthrax LF prot | Mtb FBA inh | GDH-TPI counter | FadD28 binding | BoNT-F LC inh
#1 CC(=O)CSc1ncnc2scc(-c3ccc(F)cc3)c12
 : -0.5 | . | -0.7 | -0.1 | 0 | 1 | -5 | -1.1 | -5
#2 O=c1c2[nH]c3ccccc3c2nc2n1CCS2
 : -0.7 | . | 0.6 | 1.5 | -7 | 6 | 3 | -0.2 | -7
#3 O=C(Nc1ccccc1Cl)c1ccc(-n2cccn2)c([N+](=O)[O-])c1
 : -0.1 | . | -1.2 | -0.1 | 0 | 1 | 7 | 0.5 | 1
#4 COc1ccc(N(CC(=O)Nc2cc(C)ccc2OC)S(=O)(=O)c2c(C)noc2C)cc1
 : -1.5 | 1.2 | 1.2 | -0.4 | -13 | 3 | 0 | 0.4 | -11
#5 Cc1cccc(Cn2cnc3c(NS(C)(=O)=O)c(C)c(C)cc32)c1
 : -1.1 | . | 1.9 | 0.0 | -8 | -4 | 5 | -2.1 | -5
#6 CS(=O)(=O)NCC(c1ccco1)N1CCN(c2ccc(F)cc2)CC1 (configuration not stated)
 : 0.0 | . | -0.2 | -0.8 | 0 | -4 | 5 | -1.5 | 0
#7 CC(=O)NC(c1ccccc1)c1nc(-c2ccc(S(C)(=O)=O)cc2)cs1 (configuration not stated)
 : -0.3 | 2.7 | . | . | -6 | 2 | 4 | -0.2 | -5
#8 Cc1ccccc1C(=O)Nc1ccc(-c2nc3ccc(C(=O)c4ccccc4)cc3[nH]2)cc1
 : 1.1 | -2.6 | 1.5 | 2.9 | 0 | 2 | 25 | -3.0 | -6
#9 COc1ccc(Br)cc1CN1CCCC(C(=O)N2CCCCC2)C1 (configuration not stated)
 : -1.0 | . | 2.3 | 0.5 | -6 | 1 | 14 | -2.0 | -6
#10 Cc1c(CCOC(=O)c2cccc([N+](=O)[O-])c2)sc[n+]1CC(=O)c1ccccc1
 : -0.6 | . | 5.2 | 0.6 | 0 | -2 | 3 | -0.6 | -3
#11 CCN(C(=O)COC(=O)c1c(C)noc1C)C1CCS(=O)(=O)C1 (configuration not stated)
 : -1.1 | . | 3.1 | -0.4 | -1 | -2 | -4 | -4.4 | -2
#12 O=C(CCc1ccccc1)NNC(=O)c1cccc(F)c1
 : -0.9 | . | 0.1 | . | -8 | -4 | 4 | -3.3 | 2
#13 Cc1cccc(N(C)S(=O)(=O)c2ccc3[nH]cc(C(=O)N4CCOCC4)c(=O)c3c2)c1
 : -0.6 | 1.0 | -2.1 | -1.9 | -2 | 6 | 9 | -3.3 | -5
#14 CCOc1ccccc1N(CC(=O)Nc1ccc(OC)cc1OC)S(=O)(=O)c1ccccc1
 : -6.3 | -6.2 | 0.5 | -0.2 | -11 | 1 | 3 | 0.0 | -31
#15 O=C(Cn1nc([N+](=O)[O-])nc1Br)NC(c1ccccc1)c1ccccc1
 : -0.2 | . | 3.2 | 0.3 | 1 | 2 | 3 | 0.6 | -3
#16 CC1CCCC(C)N1c1nnc(NC(=O)Cn2c(=O)oc3ccccc32)s1 (configuration not stated)
 : -0.1 | 1.0 | 1.5 | 1.5 | 0 | 2 | 9 | -0.4 | -1
#17 C[C@@H](C(=O)Nc1ccc2ccccc2c1)[C@H]1C[C@]1(C)[C@H](NC(=O)OCc1ccccc1)c1ccccc1
 : -0.3 | -0.4 | 0.2 | 4.2 | -4 | 0 | 8 | -1.6 | 2
#18 Cc1ccc(OCCOc2cccc(/C=N/NC(N)=O)c2)cc1
 : -3.8 | -1.2 | -0.2 | -1.1 | 1 | 2 | 1 | -1.1 | -16
#19 COc1ccc(CCN(C)C(=O)CNC(=O)c2ccc3c(c2)OCO3)cc1OC
 : -2.8 | -0.2 | -0.1 | 0.0 | -2 | 3 | 7 | -1.4 | -14
#20 CCCCOc1ccc(S(=O)(=O)NC(=O)C2(C)CCN2C(=O)Cc2ccccc2Cl)cc1 (configuration not stated)
 : -0.1 | -0.9 | . | . | -1 | -2 | 3 | -4.3 | -7

Overlap with the part before: three entries, followed by the next part.
Each structure is followed by: BoNT A protease | Mtb BioA inh | UGM FP inh | PfHsp40 yeast | Anthrax LF prot | Mtb FBA inh | GDH-TPI counter | FadD28 binding | BoNT-F LC inh
#18 Cc1ccc(OCCOc2cccc(/C=N/NC(N)=O)c2)cc1
 : -3.8 | -1.2 | -0.2 | -1.1 | 1 | 2 | 1 | -1.1 | -16
#19 COc1ccc(CCN(C)C(=O)CNC(=O)c2ccc3c(c2)OCO3)cc1OC
 : -2.8 | -0.2 | -0.1 | 0.0 | -2 | 3 | 7 | -1.4 | -14
#20 CCCCOc1ccc(S(=O)(=O)NC(=O)C2(C)CCN2C(=O)Cc2ccccc2Cl)cc1 (configuration not stated)
 : -0.1 | -0.9 | . | . | -1 | -2 | 3 | -4.3 | -7
#21 O=C(c1ccc(F)cc1)N1CCN(c2ccc([N+](=O)[O-])c(N3CCCCC3)c2)CC1
 : -0.3 | 3.1 | 0.3 | 2.6 | 1 | -4 | 7 | 0.0 | -10
#22 COc1ccc(/C=N/N=C2/NC(=O)C(CC(=O)O)S2)cc1OCc1ccc(Cl)cc1Cl (configuration not stated)
 : -0.7 | 4.5 | 1.9 | 15 | -1 | -10 | 35* | -5.0 | 1
#23 CC(=O)CSc1nc2ccccc2o1
 : 0.2 | . | 2.3 | -0.6 | 2 | 4 | 5 | 0.9 | 13
#24 COc1cc(/C=N/NC(N)=S)cc(Br)c1OCc1ccccc1F
 : -0.6 | . | -0.8 | 3.1 | -1 | -8 | 8 | -3.4 | -1
#25 CCC(=O)Oc1ccc(C2NC(=O)c3ccccc3O2)cc1OC (configuration not stated)
 : . | 6.5 | 2.8 | 0.4 | . | 1 | 1 | 0.6 | .
#26 O=S(=O)(NCc1ccc(F)cc1)c1ccc(-c2cnc(C3CC3)o2)cc1
 : 7.6 | -1.8 | 2.8 | 0.0 | 6 | 29* | 15 | 0.0 | 10
#27 CC1(C)Cc2nc3sc4c(=O)n(CC(=O)NCc5ccccc5)cnc4c3cc2CO1
 : -0.7 | -2.2 | 4.4 | -0.2 | 0 | 1 | 17 | -3.2 | -3
#28 O=C1CSC(c2cccc([N+](=O)[O-])c2)N1c1ccccc1 (configuration not stated)
 : -0.3 | -0.4 | 2.0 | -0.1 | -10 | 4 | -1 | 1.5 | -1
#29 CCCN(CCC)C(=O)NC1CC(=O)N(c2ccc(OC)cc2)C1 (configuration not stated)
 : -1.6 | . | -1.4 | -1.2 | 0 | -3 | 0 | -0.3 | -13
#30 CCC(C)n1c(SCC(=O)Nc2ccccc2C(F)(F)F)nc2ccsc2c1=O (configuration not stated)
 : 1.2 | -0.1 | 0.2 | 1.4 | -2 | -1 | 3 | -0.7 | 0
#31 COc1cc(NC(=O)NCC2CCN(Cc3ccccc3F)CC2)cc(OC)c1
 : -1.7 | 3.6 | -1.9 | 0.0 | 5 | 3 | -8 | -3.3 | 0
#32 O=C(NCc1cccs1)c1ccccc1C(=O)NCc1cccs1
 : ? | -3.8 | -0.3 | 0.5 | 1 | -2 | 25 | 0.3 | -5
#33 N/C(=N\OC(=O)CCc1ccccc1)c1ccccc1Cl
 : -0.5 | . | -0.4 | 0.0 | -1 | -8 | 10 | -2.6 | -4
#34 COc1ccc2nc(SCC(=O)NCC3CCCO3)c(C#N)cc2c1 (configuration not stated)
 : -3.7 | -0.7 | 4.9 | -0.5 | 3 | 1 | -4 | -2.4 | 6
#35 Cc1ccc(OCc2nnc(SCC(=O)Nc3sc(C)c(C)c3C#N)n2C)cc1
 : -0.4 | -0.7 | 0.7 | 0.1 | 8 | -1 | 19 | -0.3 | 2
#36 COc1ccc(S(=O)(=O)N(C)c2ccc(C(N)=O)cc2)cc1
 : -0.1 | 2.0 | -0.2 | -1.8 | 0 | -2 | -2 | -4.2 | 2
#37 CCOC(=O)c1ccc2nc(C)c3c(c2c1)OC(C)C3 (configuration not stated)
 : -0.1 | 1.4 | -0.1 | -0.7 | 9 | 38* | -1 | -3.1 | -1
#38 COc1cccc(CNc2nc(NCC3CC3)nc3ccsc23)c1OC
 : -0.3 | 0.5 | . | . | 1 | 0 | 1 | -4.8 | 1
#39 O=C(COC(=O)c1cc(Cl)ccc1[N+](=O)[O-])Nc1cccc2ccccc12
 : -0.5 | . | -1.5 | 0.2 | 1 | 0 | -2 | 0.3 | -3
#40 COc1cccc(CN(C(=O)c2cc3ccccc3oc2=O)C2CC2)c1
 : 0.3 | 0.7 | 0.7 | -0.5 | -4 | 5 | 2 | -1.5 | -4
#41 C=CCN1C(=O)C2C(C(=O)NC3CCCC3)C3C=CC2(O3)C1C(=O)NC1CCCC1 (configuration not stated)
 : -1.9 | 0.7 | -0.8 | 0.3 | -4 | 4 | 4 | 0.3 | -16
#42 CCOC(=O)N1CCN(S(=O)(=O)c2cc([N+](=O)[O-])ccc2C)CC1
 : -0.6 | 3.5 | -7.1 | -1.5 | -2 | 0 | -6 | -1.2 | -8
#43 COC(=O)C1(Cc2ccc(O)cc2)OC(=O)C(O)=C1c1ccc(O)cc1 (configuration not stated)
 : -0.9 | -0.8 | 0.8 | -0.4 | 6 | 0 | 27 | -0.8 | -7
#44 CCN(CC)C(=O)COc1cc(C)c(Cl)c(C)c1
 : 0.4 | -1.1 | 1.1 | -1.1 | 3 | -1 | 7 | -1.2 | -1
#45 O=C1c2ccccc2[C@@H]2C[C@@H](O)[C@H](Nc3ccccc3-c3ccccc3)CCN12
 : -0.1 | 2.3 | . | 0.5 | -6 | 2 | -3 | -3.2 | 0
#46 CCC(C)NC(=O)CS(=O)Cc1nc(-c2ccccc2C)oc1C (configuration not stated)
 : -1.1 | -1.1 | 0.3 | 1.7 | -6 | 2 | 1 | 0.7 | -24
#47 O=C(Cc1ccc(-n2cccc2)cc1)N1CCN(c2ccccc2F)CC1
 : -1.4 | . | -1.0 | -0.3 | -4 | 6 | -2 | 0.3 | 3
#48 CCn1c(-c2ccc[nH]c2=O)nc2ccccc21
 : -3.4 | 1.9 | -0.5 | -0.5 | 2 | 134* | 4 | -2.0 | 0
#49 CN(C)CC(C)(C)CNS(=O)(=O)c1cccc2nsnc12
 : -0.3 | . | 1.3 | -2.5 | 1 | -1 | 3 | -0.1 | 2
#50 CCOC(=O)C1=CCC(c2cccn2C(=O)OC(C)(C)C)N(S(=O)(=O)c2ccc(C)cc2)C1 (configuration not stated)
 : -0.9 | -2.8 | . | . | -17 | 2 | . | -0.3 | -10
#51 Cc1cccc(NC(=O)Cn2c(=O)n(C)c3ccccc32)c1
 : -0.3 | 0.4 | -2.4 | 1.4 | -2 | -2 | -1 | -3.4 | -8

By substructure, those above with four or more nitrogen atoms (8)
Each structure is followed by: BoNT A protease | Mtb BioA inh | UGM FP inh | PfHsp40 yeast | Anthrax LF prot | Mtb FBA inh | GDH-TPI counter | FadD28 binding | BoNT-F LC inh
#3 O=C(Nc1ccccc1Cl)c1ccc(-n2cccn2)c([N+](=O)[O-])c1
 : -0.1 | . | -1.2 | -0.1 | 0 | 1 | 7 | 0.5 | 1
#15 O=C(Cn1nc([N+](=O)[O-])nc1Br)NC(c1ccccc1)c1ccccc1
 : -0.2 | . | 3.2 | 0.3 | 1 | 2 | 3 | 0.6 | -3
#16 CC1CCCC(C)N1c1nnc(NC(=O)Cn2c(=O)oc3ccccc32)s1 (configuration not stated)
 : -0.1 | 1.0 | 1.5 | 1.5 | 0 | 2 | 9 | -0.4 | -1
#21 O=C(c1ccc(F)cc1)N1CCN(c2ccc([N+](=O)[O-])c(N3CCCCC3)c2)CC1
 : -0.3 | 3.1 | 0.3 | 2.6 | 1 | -4 | 7 | 0.0 | -10
#27 CC1(C)Cc2nc3sc4c(=O)n(CC(=O)NCc5ccccc5)cnc4c3cc2CO1
 : -0.7 | -2.2 | 4.4 | -0.2 | 0 | 1 | 17 | -3.2 | -3
#35 Cc1ccc(OCc2nnc(SCC(=O)Nc3sc(C)c(C)c3C#N)n2C)cc1
 : -0.4 | -0.7 | 0.7 | 0.1 | 8 | -1 | 19 | -0.3 | 2
#38 COc1cccc(CNc2nc(NCC3CC3)nc3ccsc23)c1OC
 : -0.3 | 0.5 | . | . | 1 | 0 | 1 | -4.8 | 1
#49 CN(C)CC(C)(C)CNS(=O)(=O)c1cccc2nsnc12
 : -0.3 | . | 1.3 | -2.5 | 1 | -1 | 3 | -0.1 | 2

Source: PubChem BioAssay (several laboratories)
